NOD2-RIPK2 inh – inhibitors of human NOD2-RIPK2 interaction. O43353. CHO BLA complementation NOD2-RIPK2, CCF4 ratio. inhibition, % at 4.98 µM. 360,000 compounds, 0.38% hits; in the data active means inhibition above about 21%;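 further: 0% = vehicle only and 100% = reference blocker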
Target sequence (O43353 whole entry, looked up): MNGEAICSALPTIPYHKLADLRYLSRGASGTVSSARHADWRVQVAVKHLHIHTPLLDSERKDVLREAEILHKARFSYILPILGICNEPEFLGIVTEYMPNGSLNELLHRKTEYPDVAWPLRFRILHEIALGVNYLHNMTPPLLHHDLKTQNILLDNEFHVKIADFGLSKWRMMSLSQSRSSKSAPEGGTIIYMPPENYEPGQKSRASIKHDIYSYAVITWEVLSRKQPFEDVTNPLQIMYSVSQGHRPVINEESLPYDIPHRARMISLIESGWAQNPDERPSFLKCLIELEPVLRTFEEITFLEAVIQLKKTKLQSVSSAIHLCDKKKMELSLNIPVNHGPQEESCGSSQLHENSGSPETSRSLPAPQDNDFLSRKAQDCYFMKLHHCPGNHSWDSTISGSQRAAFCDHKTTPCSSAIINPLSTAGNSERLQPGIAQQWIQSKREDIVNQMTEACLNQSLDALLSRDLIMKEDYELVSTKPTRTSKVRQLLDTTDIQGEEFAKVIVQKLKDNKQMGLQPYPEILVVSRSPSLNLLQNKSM
NR5A2 inv ag – inverse agonists of human LRH-1 (NR5A2). O00482. HEK293T StAR-luciferase reporter, LRH-1 transfected, 24 h. inhibition, % at 3.6 µM. 360,000 compounds, 0.13% hits. AID 602396;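 active means inhibition above the mean inhibition of all tested compounds plus 3 SD, cut at about 73% in these data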;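 further: 0% = DMSO wells and 100% = reporter-only cells lacking LRH-1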
Target sequence (O00482 whole entry, looked up): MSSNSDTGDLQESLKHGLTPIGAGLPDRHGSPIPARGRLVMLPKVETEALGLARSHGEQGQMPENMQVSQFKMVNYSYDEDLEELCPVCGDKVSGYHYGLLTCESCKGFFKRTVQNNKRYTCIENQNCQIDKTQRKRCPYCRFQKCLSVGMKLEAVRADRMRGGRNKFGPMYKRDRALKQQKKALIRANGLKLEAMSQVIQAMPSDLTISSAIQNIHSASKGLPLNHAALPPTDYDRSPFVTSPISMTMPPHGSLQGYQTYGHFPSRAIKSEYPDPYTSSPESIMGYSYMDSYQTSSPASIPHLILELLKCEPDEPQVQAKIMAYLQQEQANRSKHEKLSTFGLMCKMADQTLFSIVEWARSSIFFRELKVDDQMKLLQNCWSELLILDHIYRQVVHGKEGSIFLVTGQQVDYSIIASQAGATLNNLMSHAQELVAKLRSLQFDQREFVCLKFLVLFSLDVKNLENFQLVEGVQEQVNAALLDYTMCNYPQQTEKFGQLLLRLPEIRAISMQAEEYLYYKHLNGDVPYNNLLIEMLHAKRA
TROY NFkB inh – TROY signaling inhibition. Q293 LMP1-TROYcd NF-kB luciferase reporter, 4 h. inhibition, % at 10 µM. 360,000 compounds, 0.98% hits. AID 1347056;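 active means compounds whose plate-normalised and pattern-corrected inhibition of the luciferase reporter signal at the single screening dose is 50% or more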
TRAIL sens C8 – sensitizes caspase-8 expressing cells to TRAIL; NB7+C8 cells + TRAIL, ATPlite viability luminescence; inhibition (viability loss, TRAIL sensitization), % at 10 µM; AID 624354; 360,000 compounds, 1% hits;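 active means compounds causing at least 50% loss of cell viability in the single-dose screen, relative to plate controls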
SRC1 inh – human NCOA1 inhibition; inhibition, % at 3.6 µM; Q15788; 360,000 compounds, 0.12% hits; HEK293 GAL4-SRC1 luciferase reporter, luminescence;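 active means inhibition above the campaign mean plus 3 SD, with each screening campaign given its own cutoff, cut at about 60% in these data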;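 further: 0% = DMSO treated cells and 100% = gossypol at 36 µM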
NCOA2 inhibitor – human SRC2 (NCOA2) inhibition; HEK293 GAL4-SRC2 luciferase reporter, luminescence; inhibition, % at 9 µM; 370,000 compounds, 0.17% hits;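 active means inhibition above the mean inhibition of all tested compounds plus 3 SD, set per campaign, cut at about 52% in these data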;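 further: 0% = DMSO treated cells and 100% = cells given Gossypol at 36 µM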
TLR9-MyD88 block – blocks human TLR9 binding to MyD88; 340,000 compounds, 0.21% hits; inhibition, % at 4.98 µM; CHO BLA complementation TLR9-MyD88, CCF4 FRET ratio;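 active means inhibition above the mean over all tested compounds plus 3 SD, cut at about 21% in these data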;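 further: 0% = DMSO only wells and 100% = clavulanate BLA inhibitor control wells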
EBV LMP1 NFkB – Epstein-Barr LMP1 NF-kappaB reporter inhibition; inhibition, % at 12.5 µM; 350,000 compounds, 0.69% hits; AID 504558; LMP1-induced NF-kappaB luciferase reporter cells, luminescence; in the data active means inhibition above about 41%;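 further: 0% = neutral control wells and 100% = reference inhibitor control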
Vif inh – HIV Vif inhibition; HEK293T cells, Vif self-association by quenched fluorescence, imaging, 24 h; inhibition, % at 7.49 µM; 340,000 compounds, 0.35% hits; in the data active means inhibition above about 50%, passing the limit was not always enough; further: some results filed as inactive read as strong as hits
NCOA3 inh – inhibits human SRC3 coactivator; Q9Y6Q9; HEK293 GAL4-SRC3 luciferase reporter, luminescence; inhibition, % at 3.6 µM; 360,000 compounds, 0.17% hits;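 active means inhibition above a per-campaign cutoff, the mean of all compounds plus 3 SD, cut at about 60% in these data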;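 further: 0% = DMSO-treated cells and 100% = gossypol-treated cells at 36 µM; higher means less SRC3-driven luciferase light from the GAL4 reporter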
NR2F2 inh – blocks human COUP-TFII nuclear receptor; inhibition, % at 8.6 µM; P24468; AID 686940; HEK293T NGFI-A luciferase reporter, luminescence; 370,000 compounds, 0.7% hits;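 active means inhibition above a per-plate cutoff, mean inhibition of test wells between control levels plus 3 SD, cut at about 38% in these data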;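 further: cells cotransfected with COUP-TFII expression vector driving the NGFI-A reporter; 0% = median of COUP-TF2 test wells and 100% = reporter-only cells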
* hit, by the source's call; / = not tested or not shown. Only part of the results is shown (hit frequency here may not be typical).

SMILES	NOD2-RIPK2 inh	NR5A2 inv ag	TROY NFkB inh	TRAIL sens C8	SRC1 inh	NCOA2 inhibitor	TLR9-MyD88 block	EBV LMP1 NFkB	Vif inh	NCOA3 inh	NR2F2 inh
COc1cc(C(=O)N2CCc3ccccc32)ccc1OCc1c(C)noc1C	1	8	32	-7	-9	5	6	-9	/	0	6
CCc1nc2ccc(C(=O)Nc3cc(-c4ccccc4)ccc3OC)cn2c1N(CC)CC(=O)N(C)C	-2	-33	-32	4	-18	-12	/	/	-12	-14	5
COc1cc(/C=N/n2c(-c3ccccc3)n[nH]c2=S)cc(OC)c1O	-14	0	-24	8	-3	2	6	-12	4	7	-12
COc1ccc(OC)c(NC(=O)C(CC(=O)O)Cc2ccc(Cl)cc2)c1 (stereo not drawn)	-5	3	/	-15	-2	-37	9	0	1	-8	11
CCCNC(=O)C1(C)CCCN(Cc2cccc(C(F)(F)F)c2)C1 (stereo not drawn)	-5	5	0	-2	-1	-23	/	/	-3	13	-1
Cc1c(Cc2ccccc2)c(=O)oc2cc(OCC(=O)NCC3CCC(C(=O)O)CC3)ccc12 (stereo not drawn)	-2	0	-11	-5	14	2	4	7	-2	-2	0
O=C(NNC(=O)c1ccc2ccccc2c1O)Nc1ccc(F)cc1	-8	-4	13	-2	6	-27	-3	-11	3	28	12
C/C(=N\NC(=O)c1ccc(N2CCCC2=O)cc1)c1ccccc1	-6	7	3	-10	3	5	-10	-14	16	21	9
CC(C)N(Cc1ccccc1)C(=O)COC(=O)c1cc[n+]([O-])cc1	4	-10	-14	2	-7	4	5	0	48	-2	-2
CC(OC(=O)c1cnc2ccccc2n1)c1ccccc1Cl (stereo not drawn)	2	-13	-51	-8	-9	-17	5	-7	2	-23	-3
CCOc1ccc2nc(Cl)c(CN(C(=O)c3cnccn3)C3CCCC3)cc2c1	8	-12	-4	1	-16	3	6	3	2	3	-12
Cc1ccc2c(CN(C)Cc3ccc(OC(F)F)cc3)cc(=O)oc2c1C	-9	11	22	7	-6	3	-3	2	-8	6	18
CC(C)(C)n1nnnc1C(c1cccs1)N(Cc1cccnc1)Cc1ccco1 (stereo not drawn)	15	25	3	6	-8	4	1	-5	-8	-11	3
CCCOC1CCCN(C(=O)c2ccc(OC)c(OC3CCN(C(C)C)CC3)c2)C1 (stereo not drawn)	-6	-10	-26	1	3	3	-10	-11	10	7	-8
CC(=O)NC1CCN(CC(=O)Nc2nccs2)CC1	7	10	18	-1	4	-3	-4	-2	4	3	5
Cc1cccc(C)c1NC(=O)C(c1ccncc1)N1CCN(C)CC1 (stereo not drawn)	-25	-13	/	-4	/	-41	/	/	/	/	-9
CC1(Oc2ccc(CC#N)cc2)CCN(Cc2ccccc2OC(F)F)C1 (stereo not drawn)	1	29	-1	9	1	13	/	/	12	-17	1
COc1ccc(S(=O)(=O)N(C)CC(=O)N2CCN(Cc3ccccc3)CC2)cc1C	6	-1	-4	19	-4	-14	-2	0	5	14	-1
CC(C)(C)c1ccc(C(=O)Nc2nnc(Cc3c[nH]c4ccccc34)s2)cc1	3	-23	11	4	5	-10	-5	-34	-5	4	8
Cn1nnc(NC(=O)COc2ccc(C3CCCCC3)cc2)n1	-7	5	-2	8	-10	-4	-5	6	11	18	-4
COc1ccc(CNC(=O)c2ccc(Br)s2)cc1OC	2	10	-7	0	-8	7	-4	-1	-1	-20	26
O=C1CCC(C(=O)Nc2cccc3ccccc23)N1 (stereo not drawn)	-5	0	4	-2	16	-25	5	-6	/	8	-6
COC(=O)CSc1nnc(-c2cnccn2)n1C	-4	8	1	-15	-3	4	7	-6	5	9	11
COc1ccc(N(CC(=O)N/N=C/c2cccc(OC)c2OC)S(=O)(=O)c2ccccc2)cc1	-3	-22	13	-17	-10	0	-3	-4	13	-7	17
COCCCNC(=O)C1Cc2cc(S(=O)(=O)N3CCCC3)ccc2N1C(C)=O (stereo not drawn)	-8	-5	-8	-14	-52	-11	-19	-9	4	-12	-12
COc1ccc(NC(=O)c2cc(S(=O)(=O)N3CCCC3)oc2C)cc1	7	8	0	-11	-10	8	-2	-1	-10	13	7
CC(=O)N1C[C@@H](CO)[C@@H](N(C)C(=O)C(C)(C)C)C[C@H]1c1ccccc1	-13	9	8	28	4	-25	/	/	7	-1	-7
CN(CCNC(=O)c1cc2c(=O)n(C)c3ccccc3c2n1C)Cc1ccccc1	3	-15	-5	-7	3	-2	-5	-10	3	6	-4
CCN(c1ccccc1)S(=O)(=O)c1ccc(Cl)c(C(=O)OCC(=O)NC(=O)C(C)C)c1	-3	3	18	0	8	11	-12	-5	-6	-2	4
Cc1ccc(CN2C3=NCCCN3c3ccccc32)cc1	-2	-2	-14	-10	10	8	-3	3	5	16	-3
CC(c1ccco1)N(C(=O)c1ccccc1F)c1ccccn1 (stereo not drawn)	4	2	0	-1	1	-9	-6	5	/	9	11
Cc1ccc(NC(=S)NC(=O)c2cccs2)cc1F	-1	-107	-47	-10	-33	-43	6	-32	-2	-74	-14
COc1ccc(-n2ncc3c2CC(C)(C)CC3NC(=O)CCN2CCCCC2=O)cc1 (stereo not drawn)	-9	23	-5	0	-5	11	9	-5	4	-3	5
Cc1cc2nc(C3CCCN(C(=O)NCc4ccccc4)C3)[nH]c2cc1C (stereo not drawn)	1	-58	-42	11	-52	-61	3	-38	-7	-46	-36
CCCc1nnc(NC(=O)CCCC(=O)O)s1	-8	-5	0	0	-10	-9	-2	1	-19	17	-2
CCn1cc(CN2CCCC(C(=O)c3ccc(-c4ccccc4)cc3)C2)cn1 (stereo not drawn)	-2	-3	-7	20	-10	-6	/	4	1	1	2
CC(Oc1ccc2ccc(=O)oc2c1)C(=O)N1CCOCC1 (stereo not drawn)	0	9	8	-22	0	-18	-4	-2	4	-32	-22
COc1cccc(C(=O)NC2CCN(CC(=O)Nc3cccc(C)c3C)CC2)c1	0	-2	13	-2	-1	-32	-11	6	3	13	-10
COc1ccc(NC(=O)COC(=O)c2ccc3ccccc3n2)c(OC)c1	3	-18	-6	-9	-6	-34	6	-5	12	18	-16
COc1ccccc1NS(=O)(=O)c1cc(NC(=O)/C=C/c2cccs2)ccc1N1CCOCC1	-2	-7	7	-1	2	-5	-7	-10	2	15	-1

2 entries from above, as a markdown table:
| SMILES | NOD2-RIPK2 inh | NR5A2 inv ag | TROY NFkB inh | TRAIL sens C8 | SRC1 inh | NCOA2 inhibitor | TLR9-MyD88 block | EBV LMP1 NFkB | Vif inh | NCOA3 inh | NR2F2 inh |
| --- | --- | --- | --- | --- | --- | --- | --- | --- | --- | --- | --- |
| CC(Oc1ccc2ccc(=O)oc2c1)C(=O)N1CCOCC1 (stereo not drawn) | 0 | 9 | 8 | -22 | 0 | -18 | -4 | -2 | 4 | -32 | -22 |
| CC(c1ccco1)N(C(=O)c1ccccc1F)c1ccccn1 (stereo not drawn) | 4 | 2 | 0 | -1 | 1 | -9 | -6 | 5 | / | 9 | 11 |

Other results.
SMILES	NOD2-RIPK2 inh	NR5A2 inv ag	TROY NFkB inh	TRAIL sens C8	SRC1 inh	NCOA2 inhibitor	TLR9-MyD88 block	EBV LMP1 NFkB	Vif inh	NCOA3 inh	NR2F2 inh
N#CCSc1nnc(Cc2cccs2)n1C1CCCCC1	-10	2	5	-2	11	-3	9	-10	-3	17	7
CCN(CC)C(=O)C(C)N(C#N)c1nc(C)cc(C)n1 (stereo not drawn)	-3	-10	3	4	6	16	-6	-2	-29	19	21
Cc1noc(C(=O)Nc2ccc(F)c(Cl)c2)c1Cl	-6	-39	-100	2	-23	-7	3	-14	11	-43	-27
CSc1ccccc1NC(=O)c1c(Br)cnn1C	-11	2	-7	-10	9	3	-2	-7	-5	14	8
CCOC(=O)C1CCN(C(=O)C2CCN(S(=O)(=O)c3ccc4c(c3)CC(C)N4C(C)=O)CC2)CC1 (stereo not drawn)	7	-3	4	24	-53	-6	-2	-6	-5	-5	3
O=C(N=Nc1c(O)n(C2OC(=O)c3ccccc32)c2ccccc12)c1ccc(O)cc1 (stereo not drawn)	-8	-13	/	22	-10	-13	7	-5	1	-10	-4
COc1ccccc1NC(=O)C(C)Sc1nc(-c2ccccc2)cn1N (stereo not drawn)	-4	-2	24	-14	-13	7	0	-4	-1	0	3
COc1ccc(OC)c2sc(NC(=O)C3CC3)nc12	0	22	-18	10	7	-8	8	-4	-17	3	-30
CC(C)c1nnc(SCC(=O)NC2CCCCC2)n1C	-8	-5	10	-14	-12	-16	4	-1	4	6	6
COc1ccc(NS(=O)(=O)c2cc(C(=O)Nc3ccccc3C(=O)O)ccc2C)cc1	-9	6	29	5	14	7	-11	-3	-2	5	12
CCOc1ccc2c(c1)c(N=NC(N)=S)c(O)n2C	-3	9	-2	-21	5	-17	1	-7	23	10	7
C=CCn1c(C)csc1=Nc1ccc(C(=O)O)cc1	-16	-36	5	1	7	-4	-2	4	24	3	-18
O=C1CCN(S(=O)(=O)c2ccc(Cl)cc2)CC1	-12	-24	11	-2	4	-1	-3	-8	-1	5	-15
O=C(c1cc(S(=O)(=O)N2CCOCC2)ccc1F)N(CCc1ccccc1)Cc1ccccc1	-8	1	-15	-14	-5	18	3	-1	-13	1	5
Cc1ccc2[nH]c3nc(SCC#N)nnc3c2c1	-1	8	-23	11	-2	11	-3	3	-6	-3	13
CCOC(=O)c1cnc(-n2cc(C)cn2)nc1Nc1ccccc1OCC	-4	21	10	10	8	-4	3	3	-9	-72	3
N/C(=N\OC(=O)CC1CCCCC1)c1ccccc1	4	13	-41	20	-4	-6	4	-20	4	-13	-11
CCOc1ccc(CNC(=O)CCCc2cn(C)c3ccccc23)cc1	-3	-9	-13	-4	1	20	-6	1	1	-10	6
Cc1ccc(C2N(c3nccs3)C(=O)C3CCCN32)cc1 (stereo not drawn)	-2	5	-2	1	15	-9	6	0	12	6	-4
CCOc1ccc(OCC)c(NC(=O)CN2CCN(c3cccc(C)c3)C(C)C2)c1 (stereo not drawn)	-12	10	8	2	-8	0	3	4	-2	-14	-2
O=C(c1cccc(Cl)c1)N1CCN(c2ncccn2)CC1	-5	-8	6	-20	13	-4	-11	1	-5	3	10
O=C1OC(c2ccccc2)C(O)=C1c1ccccc1 (stereo not drawn)	-8	3	-2	-1	-3	9	1	-4	25	-3	-16
Cc1ccc(C)c2[nH]c(=O)c(CN(CCCN(C)C)C(=O)NCc3ccccc3)cc12	-7	4	13	-14	0	-12	6	6	/	1	5
CC(=O)Nc1ccc(-c2nn[nH]n2)cc1	-16	-8	1	-21	-2	14	3	10	-1	-7	15
CC(C)c1nn(-c2cc(C(F)(F)F)ccn2)c(=O)o1	-8	0	9	-23	-5	7	-7	-7	0	13	7
O=C(CCC1CCCCC1)Nc1c[nH]c(=O)[nH]c1=O	-3	-18	0	6	0	-12	8	-1	16	-2	-7
COc1cccc(NC(=O)N2C3CCCC2CC(NC(=O)C(C)(C)C)C3)c1 (stereo not drawn)	-13	-8	7	-30	-71	-24	-8	1	1	-14	-7
CCOc1c(Br)cc(C(=O)OCC(=O)N2CCc3ccccc3C2)cc1OC	-4	-4	9	-6	-4	-7	3	1	-1	-12	-6
COc1ccc(OCC(=O)Nc2cccc3cccnc23)cc1	-5	-9	-32	2	5	-24	-1	5	1	10	-11
COc1ccc(C(=O)COc2ncnc3cc(Cl)ccc23)cc1	-13	-31	-15	2	-12	-8	6	5	8	-15	0
